FUS yeast rescue = FUS proteinopathy suppression in yeast | S. cerevisiae FUS-expressing, growth rescue, OD600, 24 h | Potency, µM (highest dose often 76.6 µM), for inactives: at the top dose growth rescue (activation), actives largely listed as activators | hit rate 0.24% among 390,000 | AID 1347120;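 also: potency is read from the fitted curve at half-maximal effect; plate controls were DMSO vehicle for no effect and reference control for full effect; nearly all actives have a fitted effect of over 55% in size; some results filed as inactive show a strong effect at the top dose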
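Quantitative HTS measuring growth restoration of FUS-toxic yeast. Galactose-induced cells (OD 0.005) were exposed 24hr at 30C to compounds at several concentrations, then absorbance at 600 nm was recorded.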
EPAC1 antagonist = blocks human EPAC1 exchange factor; O95398; EPAC1 GEF assay, Rap1b-BODIPY-GDP exchange fluorescence; Potency, µM (highest dose often 115 µM), inactives show at the top dose activity change, negative = inhibition, usual class: inhibitors; hit rate 0.14% among 360,000; AID 720709;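 also: potency is read from the fitted curve at half-maximal effect; plate controls were vehicle for no effect and positive control for full effect; nearly all actives have a fitted effect of over 50% in size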
IL2 activator = activators of IL-2. hit rate 0.065% among 360,000. IL-2 activation reporter assay, cell-based qHTS; stimulated with anti-CD3/CD4/CD28 beads; in transgenic mouse T cells. activation, % (series mostly up to about 46 µM); in the data active = activation above about 50%; inconclusive = mostly about 30% to 49%; also: 0% is about no effect
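Readout is EGFP and DsRed signal by fluorescent plate cytometry after 18 h at 37 degrees C. Transgenic mouse T cells (750/well) received compound for 60 min before bead stimulation (anti-CD3, anti-CD4, anti-CD28); memory T cells served as non-tolerant control.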
aSyn yeast inh = inhibitors of alpha-synuclein toxicity in yeast. hit rate 0.14% among 370,000. Yeast expressing alpha-synuclein, growth rescue, BacTiter-Glo, 24 h. AID 652106. Potency, µM (top dose mostly 46.1 µM), inactives show at the top dose growth rescue (activation), hits mostly activators; also: potency is read from the fitted curve at half-maximal effect; % of control where 0% means no effect; nearly all actives have a fitted effect of over 65% in size
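Screening used galactose-induced yeast with toxic alpha-synuclein levels, exposed to compound for 24 hr at 30 deg C. Cell growth, read with BacTiter-Glo luminescence, gave the measured signal.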
Abeta yeast res = compounds reversing amyloid beta toxicity in yeast. yeast expressing A-beta42, growth rescue, OD600, 48 h; response scale: 0% DMSO, 100% iron-clioquinol control. Potency, µM (titrated, usually from 46.1 µM), without a hit: top-dose growth rescue, hits mostly activators. hit rate 0.063% among 410,000; also: potency is read from the fitted curve at half-maximal effect; nearly all actives have a fitted effect of over 55% in size
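Yeast A-beta toxicity model in growth medium with pinned compounds, 48 h at 30 C; growth read as absorbance at 600 nm. Normalized to FeCl3/clioquinol equimolar mix (positive) and DMSO (negative).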
WRN helicase inh = blocks human WRN helicase; Potency, µM (doses to about 114 µM), inactives show at the highest dose activity change, negative = inhibition, most hits filed as inhibitors; Q14191; hit rate 0.46% among 360,000; WRN helicase unwinding, fluorescent forked duplex, kinetic; also: potency is read from the fitted curve at half-maximal effect; % is scaled to controls: 0 for no effect and ±100 for the full control effect; nearly all actives have a fitted effect of over 55% in size
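Enzyme (20 nM final) and test compound sit together 15 min at room temperature before substrate addition. Substrate is a single-forked duplex oligonucleotide (100 nM) labelled with fluorophore and quencher, with 2 mM ATP; helicase unwinding raises red fluorescence, read kinetically.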
PI5P4K alpha inh = PI5P4K alpha (human) kinase inhibition | hit rate 1.2% among 330,000 | AID 652105 | P48426 | PI5P4Kalpha enzyme, ADP-Glo luminescence, 60 min; stronger effect = lower value | max response, %; active = max response of -50% or lower; inconclusive = between -30% and -50%; inactive = -30% or higher; also: value at the top dose of about 77 µM; % is scaled to controls: 0 for no effect and ±100 for the full control effect
Target sequence (P48426 whole entry, looked up): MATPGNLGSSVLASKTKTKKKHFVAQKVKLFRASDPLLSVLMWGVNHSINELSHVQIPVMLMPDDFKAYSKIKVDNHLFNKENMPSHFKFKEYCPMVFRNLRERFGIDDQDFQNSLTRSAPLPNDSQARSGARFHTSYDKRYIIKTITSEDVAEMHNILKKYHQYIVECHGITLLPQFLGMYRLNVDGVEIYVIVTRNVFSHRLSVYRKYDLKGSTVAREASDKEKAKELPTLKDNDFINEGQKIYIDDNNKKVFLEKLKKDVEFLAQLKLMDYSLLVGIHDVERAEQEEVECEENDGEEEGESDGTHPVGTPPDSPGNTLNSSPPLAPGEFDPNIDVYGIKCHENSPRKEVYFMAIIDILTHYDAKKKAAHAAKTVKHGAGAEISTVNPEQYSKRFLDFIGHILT
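PI5P4Kalpha ADP-Glo assay; 5 microM ATP final; 60 min RT reaction; HEPES pH 7.4/EGTA/CHAPS, 5% DMSO; controls lacking substrate or enzyme; luminescent end-point.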
EPAC1 agonist = EPAC1 (human) agonism; O95398; EPAC1 agonist qHTS, biochemical assay; response scale: 100% = response to 6.5 mM cAMP; Potency, µM (top dose mostly 154 µM), without a hit: top-dose activation, usual class: activators; hit rate 0.073% among 360,000; also: potency is read from the fitted curve at half-maximal effect; nearly all actives have a fitted effect of over 60% in size
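Read-out is the fluorescence drop as BODIPY-GDP leaves Rap1B (480 nm excitation, 540 nm emission), recorded every 5 minutes over 30 minutes. Reactions held 100 nM EPAC1, 250 nM Rap1B–BODIPY-GDP and 50 uM GDP, with 6.5 mM cAMP setting full activation.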
PLK1 PBD inh = blocks phosphopeptide binding to human PLK1 polo-box domain. Potency, µM, for inactives: max response, negative = inhibition, hits mostly inhibitors. Plk1 PBD binding of FITC phosphopeptide, fluorescence polarization. AID 720504. hit rate 2.8% among 360,000; also: potency is read from the fitted curve at half-maximal effect; series mostly up to about 57 µM; % is scaled to controls: 0 for no effect and ±100 for the full control effect; nearly all actives have a fitted effect of over 65% in size
Target sequence (P53350 whole entry, looked up, the tested form may be a part): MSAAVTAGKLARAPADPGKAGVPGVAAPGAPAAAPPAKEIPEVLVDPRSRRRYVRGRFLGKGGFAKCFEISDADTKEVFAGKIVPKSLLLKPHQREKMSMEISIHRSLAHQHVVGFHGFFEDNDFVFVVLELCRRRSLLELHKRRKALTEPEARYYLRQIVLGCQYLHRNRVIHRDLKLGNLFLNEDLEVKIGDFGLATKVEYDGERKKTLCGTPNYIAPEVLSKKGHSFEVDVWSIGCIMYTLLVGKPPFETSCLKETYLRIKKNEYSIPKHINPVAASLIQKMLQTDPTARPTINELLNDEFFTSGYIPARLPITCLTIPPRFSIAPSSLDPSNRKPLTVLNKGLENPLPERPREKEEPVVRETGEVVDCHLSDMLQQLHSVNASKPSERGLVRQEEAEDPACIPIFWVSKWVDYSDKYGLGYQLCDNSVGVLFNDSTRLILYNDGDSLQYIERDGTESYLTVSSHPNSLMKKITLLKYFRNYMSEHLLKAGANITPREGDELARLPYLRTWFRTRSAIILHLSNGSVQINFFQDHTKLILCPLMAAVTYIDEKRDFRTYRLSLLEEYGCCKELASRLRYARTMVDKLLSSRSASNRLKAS
Numbers without * were called inactive; u = inconclusive; x = no result given; [ ] = another dose, or the depositor's remark. Unless noted, calls follow the shape of the dose curve; as a rule, active = well fitted curve in the direction sought with a large enough effect; inconclusive = small, poorly fitted or top-dose-only effect, or another doubt; inactive = no such curve, though single readings can be large; an effect the other way counts as inactive or inconclusive. An unsorted share of the library. Share with any hit: about 4.1%.

Order of values – FUS yeast rescue | EPAC1 antagonist | IL2 activator | aSyn yeast inh | Abeta yeast res | WRN helicase inh | PI5P4K alpha inh | EPAC1 agonist | PLK1 PBD inh
1) O=C(O)CSC1CC(=O)N(c2cccc(Cl)c2)C1=O (configuration not stated)
    24% | -9% | -2.5 | -2% | 7% | 0% | x | 12% | -13%
2) Cc1ccccc1C(=O)N1CCN(c2ccc(NC(=O)c3ccccc3[N+](=O)[O-])cc2)CC1
    11% | -2% | -0.1 | -1% | -5% | -21% | -3 | -4% | -11%
3) Cc1ccc(NC(=O)Nc2ccc3c(c2)C(=O)OC3)cc1Cl
    28% | -8% | 1.2 | 0% | -6% | 6% | -1 | 1% | 6%
4) O=C1C=C(c2ccc(F)cc2OCc2ccccc2)C[C@@H](c2ccc(Cl)cc2)C1
    -31% | 3% | -0.5 | 2% | 9% | 2% | 10 | 1% | -6%
5) O=[N+]([O-])c1ccc2[nH]c(O)c(N=NC3CS(=O)(=O)CC3O)c2c1 (configuration not stated)
    -20% | -16% | -3.4 | 1% | -4% | -1% | -2 | -5% | -4%
6) Cc1cc(C)nc(NC(=O)NS(=O)(=O)N2CCCCCC2)n1
    -12% | 14% | -0.3 | -1% | 2% | 3% | -6 | 2% | -1%
7) C=CCNC(=O)COC(=O)CNC(=O)c1cc(Cl)cc([N+](=O)[O-])c1
    -24% | -8% | -0.1 | -3% | -7% | 8% | -9 | 8% | -13%
8) CCC(C)N(C(=O)COC(=O)c1ccc(=O)n(Cc2ccccc2)n1)C1CCS(=O)(=O)C1 (configuration not stated)
    2% | -6% | -0.5 | -5% | 12% | -3% | -5 | 3% | -7%
9) CN1C[C@@H]2[C@@H]3C(=O)N(Cc4ccccc4)C(=O)[C@@H]3[C@](C)(C1=O)N2C(=O)c1ccc(C(F)(F)F)cc1
    25% | 7% | -1.5 | 6% | -1% | 9% | 6 | 7% | -5%
10) COc1cc(OC)cc(-c2c(-c3ccc(F)cc3)c3cc(-c4ccc5cc[nH]c5c4)ccc3n2C)c1
    7% | 13% | -1.0 | -4% | -9% | 9% | 15 | -21% | -3%
11) O=C(CCn1c(=O)[nH]c2ccsc2c1=O)N1CCN(c2ccc([N+](=O)[O-])cc2)CC1
    14% | 0% | -0.7 | 1% | -2% | -13% | -6 | 3% | -8%
12) COc1ccc2oc(=O)c(C(=O)OCc3ccccc3)cc2c1
    -9% | -18% | -2.6 | -7% | -12% | 6% | 3 | -3% | u
13) CCCS(=O)(=O)NC(=O)C1(C)CCCN(C(=O)c2cccnc2Oc2ccccc2)C1 (configuration not stated)
    -7% | 8% | 0.6 | 1% | -18% | 7% | 11 | 16% | -2%
14) CCc1nc2ccc(C(=O)NCCc3c[nH]c4ccccc34)cn2c1N(C)Cc1nccn1C
    2% | -11% | -0.5 | 4% | -9% | -6% | 5 | 7% | 8%
15) COCCNC(=O)CN(Cc1ccc(Cl)cc1)S(C)(=O)=O
    5% | 1% | -2.2 | 4% | 9% | 8% | x | -5% | -4%
16) CCOC(=O)N1CCN(C(=O)CCCCn2c(=S)[nH]c3ccsc3c2=O)CC1
    17% | -3% | 1.1 | -23% | -22% | -5% | -24 | -5% | -6%
17) CCOc1c2ccc(C(=O)NCc3ccc4c(c3)OCO4)cc2nn1CCOC
    -12% | -11% | -1.9 | -6% | -12% | 4% | 3 | 8% | -21%
18) CC1=NN(C(C#N)c2ccccc2C)C(C)(C)C1 (configuration not stated)
    x | -6% | -3.8 | -6% | -3% | -23% | -5 | 1% | -3%
19) O=C(CS(=O)(=O)c1cn(CC(=O)N2CCCC2)c2ccccc12)Nc1ccccc1
    x | -15% | -2.8 | -3% | -7% | -26% | -1 | 2% | -5%
20) O=C(CS(=O)(=O)Cc1ccccc1)Nc1ccc(Cl)cn1
    7% | 5% | -0.9 | u | 0% | -8% | -2 | 3% | -10%

Single values from above:
Entry of `CCC(C)N(C(=O)COC(=O)c1ccc(=O)n(Cc2ccccc2)n1)C1CCS(=O)(=O)C1` (configuration not stated) under FUS yeast rescue: 2%
Entry of `CCOc1c2ccc(C(=O)NCc3ccc4c(c3)OCO4)cc2nn1CCOC` under Abeta yeast res: -12%
Entry of `CCc1nc2ccc(C(=O)NCCc3c[nH]c4ccccc34)cn2c1N(C)Cc1nccn1C` under aSyn yeast inh: 4%
Entry of `Cc1ccccc1C(=O)N1CCN(c2ccc(NC(=O)c3ccccc3[N+](=O)[O-])cc2)CC1` under FUS yeast rescue: 11%
Entry of `COc1cc(OC)cc(-c2c(-c3ccc(F)cc3)c3cc(-c4ccc5cc[nH]c5c4)ccc3n2C)c1` under EPAC1 antagonist: 13%
Entry of `COCCNC(=O)CN(Cc1ccc(Cl)cc1)S(C)(=O)=O` under WRN helicase inh: 8%

Next section.
Order of values – FUS yeast rescue | EPAC1 antagonist | IL2 activator | aSyn yeast inh | Abeta yeast res | WRN helicase inh | PI5P4K alpha inh | EPAC1 agonist | PLK1 PBD inh
21) COC(=O)[C@@H](NC(=O)N1CCN(c2cccc(C(F)(F)F)c2)CC1)C(C)C
    33% | 14% | -0.5 | 17% | 1% | -9% | 3 | -10% | 0%
22) CN1CCN(CC(=O)Nc2ccc([N+](=O)[O-])cc2Br)CC1
    3% | 0% | -0.8 | -1% | -14% | 2% | 0 | -9% | -3%
23) CC(C)CCN1C(=O)c2ccc(C(=O)NCc3ccco3)cc2C1=O
    6% | -9% | -0.1 | 2% | 25% | -9% | -5 | -20% | -7%
24) CC1=NN(c2ccc(Br)cc2)C(=O)/C1=C/c1cccs1
    29% | u | -1.1 | -8% | -14% | -34% | 24 | 15% | 8.4µM*
25) CSc1ncc(Cl)c(C(=O)Nc2nnc(SC)s2)n1
    -30% | -14% | -0.2 | -2% | 1% | 1% | -13 | 5% | 3%
26) COc1ccc(N2CCN(C(=O)CN3C(=O)NC4(CCCc5ccccc54)C3=O)CC2)cc1 (configuration not stated)
    38% | -9% | 1.7 | -1% | 11% | -3% | 7 | -7% | -3%
27) CCOC(=O)[C@@H]1[C@H]2COc3ccccc3[C@@H]2N2C(=O)N(c3cccc(C)c3)C(=O)[C@@]12C
    5% | 4% | -0.4 | -2% | 7% | 6% | -3 | -7% | -11%
28) Cc1ccc(C(=O)Oc2ccc(N3C(=O)CCC3=O)c(C)c2)cc1
    35% | -2% | -3.0 | 0% | -1% | -4% | -1 | 5% | -5%
29) Cc1cc(OCC(=O)Nc2ccncc2)ccc1Cl
    5% | -20% | -0.4 | -4% | 4% | -1% | -3 | 3% | -7%
30) Cc1ccc(OC(C)C(=O)Nc2ccc(S(=O)(=O)Nc3cc(C)on3)cc2)cc1 (configuration not stated)
    19% | -3% | 0.8 | 10% | -4% | -4% | x | 11% | -8%
31) COCC(=O)Nc1nc2n(n1)C(c1ccc(OC)cc1)CC(c1ccc(OC)cc1)N2 (configuration not stated)
    21% | -6% | 1.3 | 2% | 3% | 1% | x | 0% | -4%
32) Nc1ccn([C@@H]2O[C@H](C(=O)N3CCN(c4ccc(Cl)cn4)CC3)[C@@H](O)[C@H]2O)c(=O)n1
    -23% | 2% | 1.2 | -7% | -10% | 6% | 3 | 0% | -3%
33) COc1cccc(CNC(=S)NC2CCCC2)c1
    11% | 3% | -0.2 | 0% | u | 3% | -7 | 1% | 5%
34) COc1ccc(C2(CNC(=O)c3cc(OC)c(OC)c(OC)c3)CCCC2)cc1OC
    15% | -10% | -1.9 | 6% | -4% | 3%[57.1 µM] | -2 | -2% | 2%
35) CCCCn1nc(C(=O)NC2=NCCS2)c2ccccc2c1=O
    12% | -18% | 0.7 | 2% | -9% | -3% | -3 | 6% | -2%
36) CC(C)(C)NC(=O)C1Cc2ccccc2CN1 (configuration not stated)
    16% | 9% | -0.8 | 2% | -7% | -2% | 0 | 2% | -1%
37) COc1ccccc1C(=O)Nc1c2c(nn1-c1cccc(C)c1C)CS(=O)C2 (configuration not stated)
    8% | -6% | -0.1 | 12% | 18% | -8% | -8 | -1% | 0%
38) Brc1cccc(OCCOCCn2ccnc2)c1
    12% | -7% | 0.2 | -12% | -6% | 9% | -14 | 5% | -8%
39) CCC(=O)Nc1cccc(-c2ccc(N3CCC(C)CC3)nn2)c1
    -30% | -15% | -0.3 | -10% | -10% | 1% | -2 | 0% | -11%
40) CCOc1cc(/C=C2\SC(N3CCCC(C)C3)=NC2=O)ccc1O (configuration not stated)
    7% | 1% | -0.7 | -18% | -24% | -19% | 2 | 0% | 45%[activator]
41) C#CC1(NC(=O)NC(=O)c2c(F)cccc2F)CCCCC1
    21% | 11% | -0.7 | -2% | -4% | 5% | 4 | -7% | 3%
42) CC1CCCN(C(=O)CCc2nnc(-c3ccc4c(c3)OCO4)o2)C1 (configuration not stated)
    6% | 10% | 2.3 | 0% | 7% | -4% | 4 | -3% | -1%

Part of the list above in order of length of the SMILES, smallest number first.
Order of values – FUS yeast rescue | EPAC1 antagonist | IL2 activator | aSyn yeast inh | Abeta yeast res | WRN helicase inh | PI5P4K alpha inh | EPAC1 agonist | PLK1 PBD inh
25) CSc1ncc(Cl)c(C(=O)Nc2nnc(SC)s2)n1
    -30% | -14% | -0.2 | -2% | 1% | 1% | -13 | 5% | 3%
24) CC1=NN(c2ccc(Br)cc2)C(=O)/C1=C/c1cccs1
    29% | u | -1.1 | -8% | -14% | -34% | 24 | 15% | 8.4µM*
42) CC1CCCN(C(=O)CCc2nnc(-c3ccc4c(c3)OCO4)o2)C1 (configuration not stated)
    6% | 10% | 2.3 | 0% | 7% | -4% | 4 | -3% | -1%

PLK1 PBD inh: entries above that show a hit.
no.	molecule	EPAC1 antagonist	WRN helicase inh	PI5P4K alpha inh	EPAC1 agonist	PLK1 PBD inh
24	CC1=NN(c2ccc(Br)cc2)C(=O)/C1=C/c1cccs1	u	-34%	24	15%	8.4µM*
